A3G deaminase: blocks human APOBEC3G single-stranded DNA deamination | Q9HC16 | inhibition, % at 20 µM | recombinant A3G, ssDNA deamination FAM/TAMRA fluorescence | hit rate 0.28% among 330,000;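 active = inhibition of at least 40% at 20 µM, with no more than 30% in the related APOBEC3A deaminase screen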;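 note: plate controls were DMSO wells with A3G for no effect and wells lacking A3G enzyme for full effect; some compounds called inactive have numbers as strong as hits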
Target sequence (Q9HC16 whole entry, looked up): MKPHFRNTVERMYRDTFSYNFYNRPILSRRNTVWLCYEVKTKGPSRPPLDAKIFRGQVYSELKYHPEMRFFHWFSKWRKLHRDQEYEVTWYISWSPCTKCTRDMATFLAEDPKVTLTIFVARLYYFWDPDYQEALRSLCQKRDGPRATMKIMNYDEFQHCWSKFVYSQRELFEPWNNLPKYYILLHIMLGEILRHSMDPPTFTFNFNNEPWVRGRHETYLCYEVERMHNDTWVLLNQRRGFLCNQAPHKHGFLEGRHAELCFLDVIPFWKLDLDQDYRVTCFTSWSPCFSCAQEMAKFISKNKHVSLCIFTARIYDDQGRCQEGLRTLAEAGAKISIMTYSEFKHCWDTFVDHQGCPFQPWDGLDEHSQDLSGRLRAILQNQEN
hIAP activ: increases human intestinal alkaline phosphatase activity. AID 2524. P09923. activation factor at 10 µM. hit rate 0.16% among 330,000. purified human IAP, CDP-Star luminescence, 30 min; active compounds read high; 1 = vehicle-only enzyme, 0 = enzyme-free background;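 active = activation factor of the enzyme at least 2-fold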; note: the source names both 10 and 20 µM as test concentration; values of inactives mirror those of a sister screen read the other way
hIAP block: human IAP inhibition; purified IAP, CDP-Star luminescence, 30 min; hit rate 0.12% among 330,000; inhibition, % at 10 µM;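 active = inhibition reaching a set limit with compound at 10 µM in the primary screen, cut at about 35% in these data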;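 note: plate controls were DMSO wells with enzyme for no effect and no-enzyme buffer wells for full effect; values of inactives mirror those of a sister screen read the other way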
mIAP act: mouse IAP activation; muIAP, CDP-Star luminescence, 30 min; active compounds read high; 1 = vehicle-only enzyme signal, 0 = enzyme-free wells; AID 2805; hit rate 0.24% among 330,000; activation factor at 10 µM;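 active = activation factor of at least 2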; note: the source names both 10 and 20 µM as test concentration; values of inactives mirror those of a sister screen read the other way
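System: mouse IAP enzyme. Reagent: CDP-Star chemiluminescent phosphatase substrate. Benchmarks: DMSO wells, no-enzyme wells. Times: 30 min enzyme-substrate-compound incubation at room temperature. Detection: luminescence from enzymatic CDP-Star hydrolysis. Doses: test compounds delivered from DMSO solution.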
MPTP inh: blocks calcium-induced mitochondrial swelling; isolated mouse mitochondria, Ca2+ swelling absorbance, 30 min; inhibition, % at 10 µM; hit rate 1.4% among 360,000;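 active = inhibition of 50% or more, scaled per plate between neutral and stimulator controls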;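 note: 0% = DMSO wells given calcium and 100% = 1 mM EGTA wells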
A3A deaminase: blocks human APOBEC3A ssDNA deamination. P31941. recombinant A3A, FAM/TAMRA ssDNA deamination fluorescence. inhibition, % at 20 µM. hit rate 0.41% among 330,000;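 active = at least 40% inhibition at 20 µM here, with at most 30% in a related deaminase screen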;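 note: plate controls were A3A with DMSO for no effect and wells lacking A3A enzyme for full effect; some results filed as inactive read as strong as hits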
Target sequence (P31941 whole entry, looked up): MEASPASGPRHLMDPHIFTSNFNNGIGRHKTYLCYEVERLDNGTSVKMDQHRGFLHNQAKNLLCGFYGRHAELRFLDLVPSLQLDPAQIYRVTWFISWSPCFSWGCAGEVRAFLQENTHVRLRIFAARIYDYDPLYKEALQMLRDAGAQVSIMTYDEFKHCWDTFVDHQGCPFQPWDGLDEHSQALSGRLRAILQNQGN
MIN6 prolif: inducers of beta-cell replication in MIN6 cells | MIN6 cells proliferation, ATPlite luminescence, 48 h; cells starved in 0.2% serum; 100% = growth in 10% serum | proliferation, % at 10 µM | hit rate 0.29% among 330,000 | AID 2380;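 active = compounds whose signal lies at least 3.5 SD above the mean of all wells on their plate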;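 note: 0% = DMSO-treated cells in low-serum medium and 100% = 10% serum control; some compounds called inactive have numbers as strong as hits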
GRIN3A LBD mod: NR3A (human) ligand-binding domain modulation | AID 1259313 | NR3A LBD differential scanning fluorimetry, Tm shift; 0% = protein alone, 100% = glycine-bound protein | hit rate 2.5% among 340,000 | Tm shift relative to glycine control, % at 25 µM;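 active = melting temperature shift of at least 10% of the positive control shift, at one fixed dose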
mIAP block: mouse IAP inhibition. purified mouse IAP, CDP-Star luminescence, 30 min. inhibition, % at 10 µM. hit rate 0.2% among 330,000. AID 2806;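 active = inhibition of at least 40% at 10 µM in the primary screen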;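 note: plate controls were DMSO with enzyme for no effect and no enzyme wells for full effect; values of inactives mirror those of a sister screen read the other way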
The depositor's hits bear a star; & = joins results of further samples.

SMILES	A3G deaminase	hIAP activ	hIAP block	mIAP act	MPTP inh	A3A deaminase	MIN6 prolif	GRIN3A LBD mod	mIAP block
Cc1ccccc1NC(=O)CCCN1C(=O)C2CC=CCC2C1=O (stereo unspecified)	-7	1.1	-8	0.97	0.1	0	-3	1	3
COc1ccc(/C=N/NC(=O)CCC(=O)Nc2ccc(Br)cc2)c(OC)c1	-5	1	-1	1	0.3	-4	-3	-5	-1
O=S(=O)(c1ccc(Cl)cc1)N(CCCN1CCOCC1)Cc1cccs1	-8	0.98	2	1.1	-0.9	1	2	2	-8
O=C(Nc1ccc(S(=O)(=O)N2CCOCC2)cc1)c1nn(-c2ccc(F)cc2)ccc1=O	-4	0.97	3	1	0.4	-30	0	-1	0
CC(=O)c1ccc(OC(=O)CCN2c3ccccc3Sc3ccccc32)cc1	-4	1.1	-7	0.94	0.9	-1	1	-2	6
Cc1nc(-c2ccc(F)cc2)c(CC(=O)N2CCN(S(=O)(=O)c3ccccc3Br)CC2)s1	-1	1.1	-8	0.98	0.7	2	-1	4	2
CC(C)C(=O)Nc1cccc(C(=O)Nc2nccs2)c1	-3	0.96	4	1	-0.7	2	0	-17	-4
COC(=O)CSc1nc(C)c2ccc(OC)cc2n1	-14	0.96	4	1.2	-0.8	-2	-2	-3	-17
Cc1csc(SC(C)C(=O)Nc2ccc(Cl)cn2)n1 (stereo unspecified)	-2	0.86	14	1	0.7	2	0	4	-4
CCCNC(=O)CSc1nc(-c2cccs2)cc(C(F)(F)F)n1	-3	0.83	17	1.1	0.4	1	0	0	-5
O=C(/C=C/c1ccccc1)Nc1cccc(S(=O)(=O)Nc2ccccc2F)c1	71*	0.97	3	0.86	51*	6	-3	5	14
Cc1ccc(-n2ncc3c(N4CCN(c5ccccc5)CC4)ncnc32)c(C)c1	-5	0.84	16	1	51*	-3	-6	1	0
Cc1c(NC(=O)c2cn3ccccc3n2)cccc1-n1cnnn1	-3	1.1	-6	1.1	1.2	16	-2	-4	-6
O=C(N/N=C/c1ccccn1)C(=O)N1CCCCCC1	-8	1.2	-19	0.96	-0.2	-2	0	1	4
O=[N+]([O-])c1ccc(-c2c(O)c3ccccc3c3nc4ccccc4nc23)cc1	-6	0.72	28	0.73	74*	-1	-6	-4	27
CC1CCCC(C)N1S(=O)(=O)c1ccc(NC(=O)CNC2CCCC2)cc1 (stereo unspecified)	-5	1	-3	1	-0.2	-3	-6	-1	-3
O=C(O)c1ccc2c(c1)C(=O)N(c1cc(C(=O)O)ccc1Br)C2=O	-3	0.97	2	1	0.3	-2	1	-1	0
O=C(CCN1C(=O)/C(=C/C=C/c2ccccc2)SC1=S)Nc1nccs1	-2	1.2	-18	0.65	1.9	-2	-4	0	35
CC(C(=O)N1CCc2ccccc21)N1CCN(Cc2ccc(Cl)cc2)CC1 (stereo unspecified)	-5	1.1	-9	1	-1.4	-1	0	-2	-2
CNC(=S)N(Cc1ccc(OC)cc1)Cc1cc2cc(C)ccc2[nH]c1=O	-5	0.97	3	0.87	2.2	-3	0	2	13
Cc1ccc2c(CC(=O)NCc3cccs3)coc2c1	2	0.98	2	1.1	2.0	-5	0	1	-7
CCCCn1c(N)c(N(CCOC)C(=O)c2cc(C)oc2C)c(=O)[nH]c1=O	-11	1.1	-10	1	-2.7	-1	1	2	-2
Cc1onc(-c2ccccc2)c1C(=O)Nc1cccc(S(=O)(=O)N2CCCCC2)c1	14	0.92	8	1.4	1.4	2	-4	-5	-42
CN1CCN(Cc2cc(=O)oc3ccc(Cl)cc23)CC1	-5	0.83	17	0.99	-2.3	-2	3	1	1
Clc1ccccc1Nc1nc2ccccc2o1	-1	0.92	8	1	0.2	4	-1	0	0
O=C(NCc1ccccn1)c1cc(-c2ccncc2)nc2ccccc12	-7	1	-2	1	-0.9	-1	3	0	-3
COc1ccc(NC(=O)CC2C(=O)N(C)C(=S)N2CCc2ccccc2F)cc1 (stereo unspecified)	-6	1	0	1.1	0.0	-1	-4	-9	-7
Cc1cc(C)c2c(=O)[nH]c(SCc3ccc([N+](=O)[O-])cc3)nc2n1	-6	1.1	-8	0.99	1.7	-5	-3	-3	0
C=CCNc1nc2ccccc2nc1NS(=O)(=O)c1ccc(OC)cc1	-3	0.99	1	1	0.8	0	1	1	0
CCOc1ccc(Nc2nc(Cl)nc(NCCO)n2)cc1	-7	0.99	1	1	-0.7	-3	0	7	-2
O=C(Nc1ccccc1)c1cc([N+](=O)[O-])ccc1NC1CCCCC1	-6	0.82	18	0.93	51*	5	-6	-7	7
COc1ccccc1CN1CCNC(=O)C1CC(=O)NC1CCCCCC1 (stereo unspecified)	1	0.9	10	1.1	-0.3	3	-3	-4	-8
Cc1nc(SCC(=O)NCC2CCCO2)[nH]c(=O)c1C (stereo unspecified)	-13	0.91	9	1	-0.2	-4	2	0	-2
CC(C)CN(CC(C)C)C(=O)c1cc2c(=O)n3ccccc3nc2s1	-5	1	-4	1.2	-1.3	1	0	-4	-21
O=C(CSc1nnc2ccc(-c3ccncc3)nn12)Nc1ccc(F)cc1	-2	1.1	-6	1	-1.1	-1	-2	2	-3
O=C(c1ccco1)N1CCN(Cc2cc(=O)oc3cc(O)ccc23)CC1	5	0.98	2	1	-0.5	7	1	3	-2
Cc1onc(-c2c(Cl)cccc2Cl)c1C(=O)c1c[nH]c(C(=O)NC2CC2)c1	4	1.1	-13	0.97	0.6	1	4	-3	3
Cc1cccc(NC(=O)CCSc2ccccn2)c1	-4	0.89	11	0.96	0.9	-2	-1	0	4
COc1cc(C)nc(OCCNC(=O)COc2ccc(Cl)cc2Cl)n1	-5	1.3	-31	0.94	1.2	3	3	3	6
CC(C)CCNC(=S)NC1CCCC1	-8	1.1	-8	1	-0.5	-4	-2	-1	-5

Sorted by value in GRIN3A LBD mod (lowest first): 3 from the list above
compound	GRIN3A LBD mod
CC(C)C(=O)Nc1cccc(C(=O)Nc2nccs2)c1	-17
O=C(Nc1ccccc1)c1cc([N+](=O)[O-])ccc1NC1CCCCC1	-7
CCCNC(=O)CSc1nc(-c2cccs2)cc(C(F)(F)F)n1	0

The results go on.
SMILES	A3G deaminase	hIAP activ	hIAP block	mIAP act	MPTP inh	A3A deaminase	MIN6 prolif	GRIN3A LBD mod	mIAP block
O=C(CSc1ncccc1-c1nc2ccccc2[nH]1)N1CCc2ccccc21	20	1	-3	1	0.3	-3	1	-5	0
O=C(Oc1ccccc1OC(=O)N1CCOCC1)N1CCOCC1	4	1	-2	1	-1.0	1	2	-7	-2
CCOc1ccc(NCc2cccn2-c2nnc(N3CCC(C(=O)NCCCN4C(C)CCCC4C)CC3)s2)cc1 (stereo unspecified)	-6	1.2	-19	1	0.0	-6	-4	-3	-4
CN(CCOC(=O)c1ccc2c(c1)OCCO2)Cc1ccccc1	-2	0.84	16	0.96	-0.7	-1	2	0	4
COc1cccc(NC(=O)CN(C)C(C)C(=O)NC(=O)NC2CCCCC2)c1 (stereo unspecified)	-4	1.2	-17	1.1	-1.3	1	-1	-2	-6
O=C1N/C(=N/N=C/c2ccc(O)cc2)SC1Cc1ccccc1 (stereo unspecified)	-6	0.94	6	0.97	5.3	-2	1	-1	3
CC1(C)OC2OC(C(=O)N/N=C/c3ccccc3F)C3OC(C)(C)OC3C2O1 (stereo unspecified)	-2	1.1	-7	1	-0.8	0	0	-3	-1
Cc1cn([C@H]2C=C[C@@H](CO)O2)c(=O)[nH]c1=O	-5&-8	0.84&0.87	16&13	1&0.93	-1.8&-2.1	-1&-2	-1&3	0&2	-2&8
O=[N+]([O-])c1ccc2oc(-c3ccccc3)nc2c1	-11	0.9	10	1.1	0.6	0	0	-1	-6
Cc1ccc(N=C2NC(=O)/C(=C/c3cccnc3)S2)c(C)c1	-2	0.83	17	0.93	5.4	-3	0	0	7
O=C(OCC(F)(F)F)c1cccc(COc2ccc3ccccc3c2)c1	0	1.3	-26	1.1	-0.6	-3	-3	-11	-6
O=C(NCCc1ccccc1)C(=O)Nc1nccs1	3	1.3	-28	0.94	0.4	4	-2	-2	6
Cc1cccc(-c2nn(-c3ccccc3)cc2C(=O)N2CCN(C3CCS(=O)(=O)C3)CC2)c1 (stereo unspecified)	-3	1	-1	1	0.7	0	1	1	-4
CCOc1ccc(NC(=O)Nc2cccc(C(=O)O)c2)cc1	-5	1.3	-32	0.96	-2.0	-1	-5	-13	4
O=C(Nc1ccc2c(c1)OCCO2)c1ccc(NC(=O)C2CCCO2)cc1 (stereo unspecified)	0	0.9	10	1	-1.1	5	-2	-9	-3
c1ccc(CNc2ncnc3sc4c(c23)CCCC4)nc1	-5	1.1	-5	0.92	-2.8	0	0	-2	8
C=CCN(c1ccc(C(=O)N2CCCC2)cc1)S(C)(=O)=O	0	0.99	1	1	0.2	6	-2	1	-2
CC(=O)c1ccc(N=Nc2ccc(C)cc2)cc1	-7	0.84	16	0.88	-1.4	-1	-2	1	12

Grouped by structure: the compounds so far with fluorine
SMILES	A3G deaminase	hIAP activ	hIAP block	mIAP act	MPTP inh	A3A deaminase	MIN6 prolif	GRIN3A LBD mod	mIAP block
O=C(Nc1ccc(S(=O)(=O)N2CCOCC2)cc1)c1nn(-c2ccc(F)cc2)ccc1=O	-4	0.97	3	1	0.4	-30	0	-1	0
Cc1nc(-c2ccc(F)cc2)c(CC(=O)N2CCN(S(=O)(=O)c3ccccc3Br)CC2)s1	-1	1.1	-8	0.98	0.7	2	-1	4	2
CCCNC(=O)CSc1nc(-c2cccs2)cc(C(F)(F)F)n1	-3	0.83	17	1.1	0.4	1	0	0	-5
O=C(/C=C/c1ccccc1)Nc1cccc(S(=O)(=O)Nc2ccccc2F)c1	71*	0.97	3	0.86	51*	6	-3	5	14
COc1ccc(NC(=O)CC2C(=O)N(C)C(=S)N2CCc2ccccc2F)cc1 (stereo unspecified)	-6	1	0	1.1	0.0	-1	-4	-9	-7
O=C(CSc1nnc2ccc(-c3ccncc3)nn12)Nc1ccc(F)cc1	-2	1.1	-6	1	-1.1	-1	-2	2	-3
CC1(C)OC2OC(C(=O)N/N=C/c3ccccc3F)C3OC(C)(C)OC3C2O1 (stereo unspecified)	-2	1.1	-7	1	-0.8	0	0	-3	-1
O=C(OCC(F)(F)F)c1cccc(COc2ccc3ccccc3c2)c1	0	1.3	-26	1.1	-0.6	-3	-3	-11	-6
